aSyn rescue = inhibitors of alpha-synuclein toxicity in yeast; 0.14% of 370,000 active; Potency, µM (titrated, usually from 46.1 µM), inactives show at the top dose growth rescue (activation), most hits filed as activators; Yeast expressing alpha-synuclein, growth rescue, BacTiter-Glo, 24 h; note: potency is the fitted concentration of half-maximal effect; % of control where 0% means no effect; nearly all actives have a fitted effect of over 65% in size
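Rescue of yeast growth: cells expressing toxic alpha-synuclein, induced in galactose at OD600 0.02, incubated with compound 24 h at 30 C. ATP luminescence quantified growth; inhibitors of toxicity appear as activators.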
EPAC1 antag = EPAC1 (human) antagonism; O95398; EPAC1 GEF assay, Rap1b-BODIPY-GDP exchange fluorescence; Potency, µM (series often up to 115 µM), for the others: at the highest dose activity change, negative = inhibition, usual class: inhibitors; 0.14% of 360,000 active;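 note: potency is the fitted concentration of half-maximal effect; plate controls were vehicle for no effect and positive control for full effect; nearly all actives have a fitted effect of over 50% in size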
FUS yeast rescue = rescues growth of FUS-expressing yeast | S. cerevisiae FUS-expressing, growth rescue, OD600, 24 h | Potency, µM (titrated, usually from 76.6 µM), inactives show at the highest dose growth rescue (activation), usual class: activators | 0.24% of 390,000 active;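 note: potency is the fitted concentration of half-maximal effect; plate controls were DMSO vehicle for no effect and reference control for full effect; nearly all actives have a fitted effect of over 55% in size; some results filed as inactive show a strong effect at the top dose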
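Yeast FUS proteinopathy model; galactose-induced FUS (2%), starting OD 0.005. Cpds in dilution series, 24hr, 30C, 99% humidity. Abs 600 nm growth. Pos ctrl CP55940 (top 92uM final); neg ctrl DMSO.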
PI5P4K alpha inh = PI5P4K alpha (human) kinase inhibition. P48426. 1.2% of 330,000 active. PI5P4Kalpha enzyme, ADP-Glo luminescence, 60 min; active compounds read low. max response, %; active = max response of -50% or lower; inconclusive = between -30% and -50%; inactive = -30% or higher; note: value at the top dose of about 77 µM; % is set by controls: 0 for no effect and ±100 for the full control effect
Target sequence (P48426 whole entry, looked up): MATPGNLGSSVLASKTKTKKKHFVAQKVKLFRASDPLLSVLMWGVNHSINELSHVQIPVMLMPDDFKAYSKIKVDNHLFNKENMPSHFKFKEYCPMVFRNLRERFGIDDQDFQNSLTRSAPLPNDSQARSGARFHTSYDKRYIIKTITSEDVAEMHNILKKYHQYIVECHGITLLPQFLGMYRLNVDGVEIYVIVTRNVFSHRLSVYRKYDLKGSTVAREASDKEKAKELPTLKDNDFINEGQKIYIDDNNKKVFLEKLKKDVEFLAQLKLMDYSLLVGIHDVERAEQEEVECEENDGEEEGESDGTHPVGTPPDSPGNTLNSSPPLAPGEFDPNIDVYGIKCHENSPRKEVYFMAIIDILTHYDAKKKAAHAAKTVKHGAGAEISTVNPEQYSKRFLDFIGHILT
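qHTS, 1536-well: enzyme/substrate mix, compound by pin tool, 5 microM ATP final; RT 60 min; ADP-Glo reagents 1 (45 min) then 2 (30 min); luminescence.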
WRN inhibitor = WRN helicase (human) inhibition; 0.46% of 360,000 active; WRN helicase unwinding, fluorescent forked duplex, kinetic; Potency, µM (series often up to 114 µM), for the others: at the highest dose activity change, negative = inhibition, hits mostly inhibitors; AID 651768; Q14191; note: potency is the fitted concentration of half-maximal effect; % is set by controls: 0 for no effect and ±100 for the full control effect; nearly all actives have a fitted effect of over 55% in size
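Kinetic red-fluorescence monitoring (525/598 nm) tracks WRN helicase activity after 100 nM fluorophore-quencher forked duplex and 2 mM ATP are added to 20 nM enzyme pretreated 15 min at room temperature with compound.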
EPAC1 agonist = EPAC1 (human) agonism | O95398 | EPAC1 agonist qHTS, biochemical assay; response scale: 100% = response to 6.5 mM cAMP | Potency, µM (highest dose often 154 µM), for inactives: top-dose activation, hits mostly activators | 0.073% of 360,000 active; note: potency is the fitted concentration of half-maximal effect; nearly all actives have a fitted effect of over 60% in size
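Compounds were pinned as a concentration titration into mixtures of EPAC1 (100 nM), BODIPY-GDP-loaded Rap1B (250 nM) and GDP (50 uM). After 5 min at room temperature, fluorescence was followed for 30 min; activity was scaled to 6.5 mM cAMP.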
PLK1 PBD block = inhibitors of human PLK1 polo-box domain binding | 2.8% of 360,000 active | P53350 | AID 720504 | Plk1 PBD binding of FITC phosphopeptide, fluorescence polarization | Potency, µM, for the others: max response, negative = inhibition, hits mostly inhibitors; note: potency is the fitted concentration of half-maximal effect; series mostly up to about 57 µM; % is set by controls: 0 for no effect and ±100 for the full control effect; nearly all actives have a fitted effect of over 65% in size
Target sequence (P53350 whole entry, looked up, the tested form may be a part): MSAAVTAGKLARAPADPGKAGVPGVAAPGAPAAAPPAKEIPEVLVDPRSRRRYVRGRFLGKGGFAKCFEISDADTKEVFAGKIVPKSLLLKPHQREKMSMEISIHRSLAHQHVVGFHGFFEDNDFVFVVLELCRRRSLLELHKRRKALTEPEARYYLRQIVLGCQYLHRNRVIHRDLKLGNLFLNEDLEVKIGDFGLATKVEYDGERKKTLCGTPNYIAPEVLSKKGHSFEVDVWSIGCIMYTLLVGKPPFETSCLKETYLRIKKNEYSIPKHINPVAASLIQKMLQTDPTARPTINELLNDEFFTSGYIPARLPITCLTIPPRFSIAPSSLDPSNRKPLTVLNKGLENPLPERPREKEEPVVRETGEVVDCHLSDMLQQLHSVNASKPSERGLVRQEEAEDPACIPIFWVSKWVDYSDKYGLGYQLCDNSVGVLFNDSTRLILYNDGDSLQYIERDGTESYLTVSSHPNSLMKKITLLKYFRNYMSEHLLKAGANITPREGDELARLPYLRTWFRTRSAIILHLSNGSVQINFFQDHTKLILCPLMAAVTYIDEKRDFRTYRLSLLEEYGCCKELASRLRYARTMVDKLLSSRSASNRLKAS
Abeta yeast res = A-beta toxicity reversal in yeast; yeast expressing A-beta42, growth rescue, OD600, 48 h; response scale: 0% DMSO, 100% iron-clioquinol control; AID 1347071; 0.063% of 410,000 active; Potency, µM (doses to about 46.1 µM), inactives show top-dose growth rescue, hits mostly activators; note: potency is the fitted concentration of half-maximal effect; nearly all actives have a fitted effect of over 55% in size
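Growth rescue measured by 600 nm absorbance after 48 h yeast culture at 30 C with compound. Values normalized between DMSO and an equimolar ferric chloride plus clioquinol control.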
IL2 activator = activators of IL-2; IL-2 activation reporter assay, cell-based qHTS; stimulated with anti-CD3/CD4/CD28 beads; in transgenic mouse T cells; activation, % (series mostly up to about 46 µM); 0.065% of 360,000 active; in the data active = activation above about 50%; inconclusive = mostly about 30% to 49%; note: 0% is about no effect
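Quantitative HTS in unstimulated transgenic mouse T cells, with memory T cells as non-tolerant control and PMA/ionomycin as tolerance-bypass control. Compound pretreatment lasted 60 minutes before 18 h bead stimulation; EGFP/DsRed fluorescence read.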
An asterisk follows results filed as active; ? = inconclusive; nt = not tested or not shown; [ ] = dose if it differs, or a comment. Unless noted, calls come from the whole dose curve; as a rule, active = well fitted curve in the direction sought with a large enough effect; inconclusive = small, poorly fitted or top-dose-only effect, or another doubt; inactive = no such curve, though single readings can be large; an effect the other way counts as inactive or inconclusive. Outcome played no part in choosing rows; overall some 4.1% were active at least once.

SMILES	aSyn rescue	EPAC1 antag	FUS yeast rescue	PI5P4K alpha inh	WRN inhibitor	EPAC1 agonist	PLK1 PBD block	Abeta yeast res	IL2 activator
COc1cc(CNc2nc(C)c([N+](=O)[O-])c(C)c2C#N)cc(OC)c1	-4%	-5%	10%	2	10%	8%	-2%	-7%	1.4
CSc1cccc(NC(=O)C2CCCN(c3ncnc4c3nc3n4CCCCC3)C2)c1 (stereo not given)	4%	-4%	23%	11	-10%	11%	7%	-21%	-1.2
Cc1ccc(NC(=O)/C(=C\c2cccs2)NC(=O)c2ccccc2)cc1	-1%	16%	-7%	-5	2%	5%	-5%	5%	-2.9
O=C(NC1=NCCS1)c1cccc(F)c1	1%	13%	-6%	-3	0%	8%	-2%	-2%	-1.1
CCN=C1SCC(=O)N1c1ccc(OC)cc1	4%	-19%	10%	nt	6%	2%	-1%	1%	1.7
COc1ccccc1C(=O)NCCC(=O)N1CC=C(c2ccccc2)CC1	1%	-2%	3%	7	-4%	-1%	-2%	6%	-1.3
COc1ccccc1CN1CCN(Cc2nc(-c3ccc(C)cc3)oc2C)CC1	5%	11%	8%	-2	2%	-1%	-3%	11%	-0.3
CCCc1ccc(C(O)c2ncc(-c3ccccc3F)[nH]2)cc1 (stereo not given)	22%	4%	-24%	0	-5%	-10%	4%	14%	-0.8
Cn1c(=O)c2cc(S(=O)(=O)NC(Cc3ccccc3)C(=O)NCC3CCCO3)ccc2n(C)c1=O (stereo not given)	1%	1%	2%	2	-6%	-3%	1%	5%	-0.2
C[C@@H]1CC2[C@@H]3CC[C@H]4CC(=O)CC[C@]4(C)C3=CC[C@]2(C)[C@@]1(O)C(=O)CO (stereo not given in full)	15%	-14%	19%	-9	6%	2%	2%	-24%	3.0
CC(C)(C)n1ncc2c(=O)n(CC(=O)c3ccccc3)cnc21	16%	-11%	-1%	1	-2%	-3%	0%	-26%	0.6
Fc1ccc(-c2csc(NC3=NCCC3)n2)cc1	5%	1%	16%	7	-3%[57.1 µM]	-8%	4%	10%	-1.5
Cc1ccc(C(=O)N2CC(=O)Nc3ccc(F)cc3C2c2ccccc2)cc1 (stereo not given)	11%	-11%	23%	2	-9%	2%	-2%	6%	-1.9
CC1CCCC2(C1)NC(=S)N(c1ccccc1)N2 (stereo not given)	10%	-14%	nt	2	-2%	-4%	-5%	-2%	0.2
O=C(NC1CCCC1)c1cnn2c(C(F)(F)F)cc(-c3ccco3)nc12	-2%	-2%	18%	nt	-4%	9%	-21%	-16%	-1.3
Cc1nn(CC(=O)N2CCN(C(=O)c3ccco3)CC2)c(C)c1[N+](=O)[O-]	7%	7%	nt	3	-1%	-2%	3%	2%	-4.3
CN1CCN(c2nc3cc(N4CCOCC4)ccc3s2)CC1	-2%	4%	-19%	-4	13%	14%	-18%	-1%	2.8
CCOC(=O)c1ccc(S(=O)(=O)NNC(=O)COc2ccccc2C)cc1	-1%	9%	-1%	1	-2%	1%	0%	20%	0.2
Cc1cc(Nc2ccc(N(C)C)cc2)n2ncnc2n1	-10%	-8%	13%	-3	-12%	4%	-1%	-3%	-2.3
COc1ccc(CNC(=O)C(OC(=O)c2ccco2)c2ccc(F)cc2)cc1 (stereo not given)	16%	?	11%	3	7%	-8%	-4%	18%	1.3

In a second layout: results already given.
Molecule | aSyn rescue | EPAC1 antag | FUS yeast rescue | PI5P4K alpha inh | WRN inhibitor | EPAC1 agonist | PLK1 PBD block | Abeta yeast res | IL2 activator
Cc1ccc(C(=O)N2CC(=O)Nc3ccc(F)cc3C2c2ccccc2)cc1 (stereo not given) | 11% | -11% | 23% | 2 | -9% | 2% | -2% | 6% | -1.9
CC1CCCC2(C1)NC(=S)N(c1ccccc1)N2 (stereo not given) | 10% | -14% | nt | 2 | -2% | -4% | -5% | -2% | 0.2
O=C(NC1CCCC1)c1cnn2c(C(F)(F)F)cc(-c3ccco3)nc12 | -2% | -2% | 18% | nt | -4% | 9% | -21% | -16% | -1.3
Cc1nn(CC(=O)N2CCN(C(=O)c3ccco3)CC2)c(C)c1[N+](=O)[O-] | 7% | 7% | nt | 3 | -1% | -2% | 3% | 2% | -4.3
CN1CCN(c2nc3cc(N4CCOCC4)ccc3s2)CC1 | -2% | 4% | -19% | -4 | 13% | 14% | -18% | -1% | 2.8
CCOC(=O)c1ccc(S(=O)(=O)NNC(=O)COc2ccccc2C)cc1 | -1% | 9% | -1% | 1 | -2% | 1% | 0% | 20% | 0.2
Cc1cc(Nc2ccc(N(C)C)cc2)n2ncnc2n1 | -10% | -8% | 13% | -3 | -12% | 4% | -1% | -3% | -2.3
COc1ccc(CNC(=O)C(OC(=O)c2ccco2)c2ccc(F)cc2)cc1 (stereo not given) | 16% | ? | 11% | 3 | 7% | -8% | -4% | 18% | 1.3

Going on with the list.
SMILES	aSyn rescue	EPAC1 antag	FUS yeast rescue	PI5P4K alpha inh	WRN inhibitor	EPAC1 agonist	PLK1 PBD block	Abeta yeast res	IL2 activator
CCN1CCN(C(c2cccs2)C(C)NC(=O)c2cccc(OC)c2)CC1 (stereo not given)	-4%	9%	-8%	-7	2%	-10%	-3%	-2%	0.5
COc1cc(C(=O)N(Cc2ccccn2)CC2CCCO2)cc(OC)c1OC (stereo not given)	-5%	2%	30%	nt	8%	12%	-7%	8%	3.7
Cc1ccc(NC(=O)c2ccc(NCCc3ccccc3)c([N+](=O)[O-])c2)cc1F	-10%	4%	-3%	1	-20%[57.1 µM]	-13%	38%[activator]	6%	1.4
CCOC(=O)C1CCCN(C(=O)c2cncc(Br)c2)C1 (stereo not given)	20%	-4%	26%	2	6%[57.1 µM]	-5%	-6%	-8%	-2.7
Cc1ccc(-n2c(SCC(=O)NCCN3C(=O)CSC3=O)nnc2-c2ccccc2)cc1	1%	-5%	nt	4	-1%	-7%	-11%	25%	-0.3
O=C(NC1CC1)c1cc(F)c(F)cc1Cl	9%	-1%	22%	nt	13%	7%	-9%	-13%	-0.4
CCOc1ccc2c(c1)c(=O)c(S(=O)(=O)c1ccc(CC)cc1)cn2C	0%	-10%	15%	-4	0%	-9%	-8%	2%	-2.3
COc1ccc(-c2noc(C3CCCN(C(=O)c4cccs4)C3)n2)cc1 (stereo not given)	-1%	-7%	23%	nt	-3%	7%	-4%	-15%	-0.1
O=C(c1cccc(Cl)c1)N1CCC2(CC1)NCCc1[nH]cnc12	2%	-25%	-21%	5	0%	6%	-4%	-5%	1.7
O=C(CNC1=NCCC1)c1ccc(Cl)cc1	2%	-11%	nt	2	-9%	-1%	-7%	0%	-0.9
CSCC(=O)N1CCCC(CO)(Cc2ccccc2C)C1 (stereo not given)	-4%	-22%	5%	3	9%	-11%	-7%	-5%	-0.6
Cc1cc(=O)oc(C)c1C(=O)N1CCN(c2ccc(F)cc2)CC1	16%	7%	11%	0	0%	6%	-2%	-14%	-1.3
CN(C)c1ccc(/C=C/C(=O)c2c(O)c3ccccc3oc2=O)cc1	-1%	?	34%	-23	?	1%	-6%	-9%	-4.3
N/C(=N\OC(=O)c1cccnc1)c1ccccc1Cl	-1%	6%	-31%	-10	8%	-19%	-1%	-25%	-3.3
O=C(C1CCN(S(=O)(=O)c2cccnc2)CC1)N1CCN(c2cccc(Cl)c2)CC1	8%	8%	24%	2	-1%	6%	4%	1%	-2.3
CCOc1ccccc1NC(=O)NCCN1CCCCC1	-1%	-3%	-3%	0	-23%	7%	-3%	-1%	-0.7
CCN(CC)c1cc(C)c2cc(NC(=O)CNC(C)=O)ccc2n1	-7%	7%	21%	nt	3%	9%	-4%	-16%	-1.1
O=C(CN1CCN(C(=O)c2ccco2)CC1)Nc1cccc([N+](=O)[O-])c1	0%	4%	-1%	5	2%	16%	-10%	-12%	1.5
CC(C)NC(=O)Nc1cccc2c1O[C@H](CN(C)C(=O)NC1CCCCC1)[C@@H](C)CN([C@H](C)CO)C2=O	-2%	-16%	4%	2	4%	-11%	-22%	-6%	-1.2
CCN(CC)S(=O)(=O)c1ccc(N2CCCC2)c(NC(=O)Cc2ccc(OC)cc2)c1	-1%	5%	?	-8	3%	2%	0%	4%	-0.4
Cc1ccsc1C(=O)N1CCC(N2CCC(C(=O)NCC3CCCO3)CC2)CC1 (stereo not given)	7%	10%	2%	2	-6%	-4%	2%	-13%	0.6
OC(c1cccc(Cl)c1)c1nc(-c2cc3ccccc3o2)cs1 (stereo not given)	-44%[inhibitor]	-15%	18%	22	-13%	9%	4%	-78%[inhibitor]	-0.3
COCCNC(=S)N(CCO)Cc1cc2cc3c(cc2[nH]c1=O)OCO3	-7%	?	24%	-12	3%	5%	-15%	-4%	-1.4
CN(Cc1ccccn1)C(=O)c1cc(COc2ccc(F)cc2Cl)on1	0%	2%	18%	3	-2%	-8%	4%	-7%	-1.7
Cc1ccc(C(=O)Nc2ccc(Br)c(C(F)(F)F)c2)cc1	-22%	-7%	-6%	nt	-10%	22%	-4%	-34%[inhibitor]	-1.4
Cc1oc(-c2cccc(Cl)c2)nc1CN1CCCC(C(=O)NCc2ccco2)C1 (stereo not given)	-6%	0%	19%	-3	-5%	8%	-3%	12%	-0.5
CCOc1ccc(C(=O)NCc2ccncc2)cc1	-1%	-20%	-29%	5	-22%	10%	-7%	-2%[9.22 µM]	-3.2
CCCC(=O)O/N=C(\c1ccccc1)c1ccncc1	9%	2%	-30%	7	-2%	-1%	-2%	14%	-0.9
O=C(N=C1SC2CS(=O)(=O)CC2N1c1ccc(Cl)cc1)C1CCCO1 (stereo not given)	9%	-15%	-1%	3	1%	16%	-1%	1%	2.5

From PubChem
